ERG-DNA inh – inhibitors of human ERG Ets domain-DNA interaction; P11308; fluorescence polarization, His-ERG Ets domain / labelled DNA; hit rate 0.028% among 370,000; Potency, µM (titrated, usually from 76.9 µM), for the others: at the top dose FP activity, negative = inhibition, most hits filed as inhibitors; active means well fitted inhibition curve with a large enough effect in the polarisation, with a control signal flat; inconclusive means small, poorly fitted or top-dose-only effect, or effect the other way, or a change in a side signal; inactive means no such curve, though single readings can be large or run the other way; the % refers to the polarisation;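 further: polarization taken with two DNA probes labelled with fluorescein and Texas red; % of control where 0% means no effect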
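His-tagged ERG Ets domain (1 uM in the protein solution; 300mM KCl, 50mM Tris-HCl, 1mM EDTA, 1mM DTT, pH 7.5) received compound, then a probe mix of 5 nM fluorescein-DNA and 100nM Texas-615-DNA. Fluorescence polarization was read for both dyes.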
RGS4 inhibitor – blocks human RGS4-accelerated GTP hydrolysis; P49798; Potency, µM (highest dose often 114 µM), for inactives: at the top dose activity change, negative = inhibition, most hits filed as inhibitors; Transcreener GDP fluorescence polarization, RGS4-accelerated GTP hydrolysis; hit rate 0.039% among 390,000; AID 504845; further: on the % scale 0 is the no-effect control and ±100 the full control effect; nearly all actives have a fitted effect of over 75% in size; some results filed as inactive show a strong effect at the top dose
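MLSMR compounds (23 nl, pin-transferred) preincubated 10 min at room temperature with a 500nM (2x) first reagent, then RGS4 at 900nM (2x) plus Transcreener GDP mix added; fluorescence polarization (620/688 nm) read before and after 90 min at 30 °C.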
Pin1 inh – inhibitors of human Pin1; Potency, µM (series often up to 115 µM), inactives show at the top dose activity, negative = inhibition, hits mostly inhibitors; hit rate 0.009% among 390,000; Pin1 FP peptide displacement, HiFluor488, 10 min; active means well fitted inhibition curve with a large enough effect in the polarisation, with a control signal flat, not every such curve was filed as active; inconclusive means small, poorly fitted or top-dose-only effect, or effect the other way, or a change in a side signal; inactive means no such curve, though single readings can be large or run the other way; the % refers to the polarisation; further: on the % scale 0 is the no-effect control and ±100 the full control effect
ALOX12 inh – inhibitors of human 12S-lipoxygenase ALOX12 | hit rate 1.1% among 580,000 | Potency, µM (series often up to 108 µM), without a hit: at the highest dose activity change, negative = inhibition, most hits filed as inhibitors | purified 12hLO, xylenol orange hydroperoxide absorbance; further: on the % scale 0 is the no-effect control and ±100 the full control effect
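Hydroperoxide product was detected by ferrous iron/xylenol orange as the 573 to 405 nm absorbance ratio. Arachidonic acid at 40 uM (final) was turned over for 30 min at room temperature by 150 nM human 12hLO, pH 7.0 Hepes buffer, after 15 min compound preincubation.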
PGK inhibitor – T. brucei PGK inhibition; P07378; PGK/GAPDH coupled, Kinase-Glo luminescence, 60 min; Potency, µM (top dose mostly 57.5 µM), without a hit: at the highest dose activity change, negative = inhibition, actives largely listed as inhibitors; hit rate 0.043% among 380,000; AID 602233; further: on the % scale 0 is the no-effect control and ±100 the full control effect; nearly all actives have a fitted effect of over 60% in size
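Recombinant glycosomal PGK reaction used 1,3-bisphosphoglycerate generated in-well by GAPDH (100nM final) in 100mM TEA pH 7.6, 5mM MgCl2, 0.01% Tween-20. After 60 minutes at room temperature, ATP was read by Kinase-Glo Plus luminescence end-point.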
HP1b binding inh – HP1-beta chromodomain-methylated histone interaction inhibition | AlphaScreen HP1-beta / biotin-H3K9me3 peptide binding | Potency, µM (doses to about 114 µM), inactives show top-dose activity change, negative = inhibition, usual class: inhibitors | hit rate 0.56% among 390,000 | AID 540317 | P83916; further: nearly all actives have a fitted effect of over 70% in size; inactives centre near 23
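HP1-beta protein (50 nM final) preincubated 30 min at room temperature with biotinylated H3(1-18)K9me3 peptide (50 nM) in PBS pH 7.4, 0.01% Tween-20, then compound added for 30 min. AlphaScreen streptavidin donor/nickel chelate acceptor beads (10 ug/mL final), 30 min dark, luminescence read.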
JMJD2A Tudor – inhibitors of human JMJD2A Tudor domain; Potency, µM (series often up to 114 µM), for the others: at the top dose activity change, negative = inhibition, most hits filed as inhibitors; O75164; AlphaScreen JMJD2A-Tudor / H3K4me3 peptide binding; hit rate 4.4% among 390,000; AID 504339; further: on the % scale 0 is the no-effect control and ±100 the full control effect; nearly all actives have a fitted effect of over 50% in size
Target sequence (O75164 whole entry, looked up, the tested form may be a part): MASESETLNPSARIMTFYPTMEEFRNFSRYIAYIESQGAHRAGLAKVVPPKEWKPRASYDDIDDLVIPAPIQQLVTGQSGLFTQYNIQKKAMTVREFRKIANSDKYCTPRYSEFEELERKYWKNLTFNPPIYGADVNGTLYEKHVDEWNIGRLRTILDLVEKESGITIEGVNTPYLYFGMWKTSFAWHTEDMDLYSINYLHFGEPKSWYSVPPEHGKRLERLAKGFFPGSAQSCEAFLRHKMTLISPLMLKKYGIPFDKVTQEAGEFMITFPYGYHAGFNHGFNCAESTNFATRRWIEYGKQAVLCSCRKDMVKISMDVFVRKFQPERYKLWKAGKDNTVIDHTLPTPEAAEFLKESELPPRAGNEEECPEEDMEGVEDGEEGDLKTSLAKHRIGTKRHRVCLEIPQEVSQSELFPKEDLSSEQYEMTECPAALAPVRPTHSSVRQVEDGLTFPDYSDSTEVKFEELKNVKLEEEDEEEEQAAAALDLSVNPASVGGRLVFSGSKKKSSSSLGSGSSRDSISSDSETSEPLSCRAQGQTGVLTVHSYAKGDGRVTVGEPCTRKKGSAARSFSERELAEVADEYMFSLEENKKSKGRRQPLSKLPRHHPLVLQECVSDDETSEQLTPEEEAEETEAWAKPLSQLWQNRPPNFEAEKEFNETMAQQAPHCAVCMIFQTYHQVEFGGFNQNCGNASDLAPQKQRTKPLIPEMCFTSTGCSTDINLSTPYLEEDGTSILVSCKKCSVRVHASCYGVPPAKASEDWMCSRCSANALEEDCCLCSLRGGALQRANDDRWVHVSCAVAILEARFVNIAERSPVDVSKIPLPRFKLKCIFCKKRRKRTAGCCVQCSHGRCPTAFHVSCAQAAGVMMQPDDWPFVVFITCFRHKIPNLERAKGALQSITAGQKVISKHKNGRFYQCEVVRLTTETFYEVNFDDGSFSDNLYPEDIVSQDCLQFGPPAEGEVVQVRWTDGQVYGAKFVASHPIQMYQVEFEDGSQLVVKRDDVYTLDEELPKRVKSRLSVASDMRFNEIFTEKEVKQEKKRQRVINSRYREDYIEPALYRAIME
GLS inhibitor – glutaminase GLS (human) inhibition. O94925. AID 624170. Potency, µM (highest dose often 45.5 µM), for inactives: at the top dose activity change, negative = inhibition, hits mostly inhibitors. GLS enzymatic activity, qHTS titration. hit rate 0.21% among 410,000; further: on the % scale 0 is the no-effect control and ±100 the full control effect
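hKGA in 45 mM KH2PO4 pH 8.2, 0.02% Tween-20 with pin-transferred compounds; 1 mM L-glutamine (stock) plus glutamate oxidase/HRP/Amplex Red coupling added. Fluorescence read initially and after 30 min at RT.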
TrxR1 inh – blocks rat thioredoxin reductase 1; AID 588453; Potency, µM (highest dose often 114 µM), for inactives: at the highest dose activity change, negative = inhibition, most hits filed as inhibitors; recombinant rTrxR1, NADPH fluorescence consumption, selenite substrate; O89049; hit rate 1% among 390,000; further: on the % scale 0 is the no-effect control and ±100 the full control effect; nearly all actives have a fitted effect of over 65% in size
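Rat TrxR1 (90 nM in the dispensed reagent) was pre-reduced with 400 uM NADPH for 5 min at room temperature, then incubated with compound for 15 min. After 400 uM selenite was added, NADPH fluorescence (Ex 340/Em 450 nm) was followed for 8 min.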
Active calls of the source: *; i = inactive; ? = inconclusive; / = no result given; & = joins results of further samples; [ ] = dose if it differs, or a comment. Unless noted, the call rests on the fitted dose curve; in most records, active means well fitted curve in the direction sought with a large enough effect; inconclusive means small, poorly fitted or top-dose-only effect, or another doubt; inactive means no such curve, though single readings can be large; an effect the other way counts as inactive or inconclusive. Potency means the concentration at half of the fitted maximal effect. An excerpt; the hit share may differ from the screen's.

SMILES	ERG-DNA inh	RGS4 inhibitor	Pin1 inh	ALOX12 inh	PGK inhibitor	HP1b binding inh	JMJD2A Tudor	GLS inhibitor	TrxR1 inh
CCOC(=O)c1c(NC(=O)c2cc3nc(-c4ccc(Br)cc4)cc(C(F)(F)F)n3n2)sc(C(C)=O)c1C	-4%	?	4%	-16%	3%	-2%	-17%	-16%	-2%[57.1 µM]
Cc1ccccc1CS(=O)(=O)c1nnc([C@H](CC(C)C)NC(=O)OC(C)(C)C)o1	-2%	-52%	2%	24%	-2%	21%	-24%	-1%	4µM*
CC(=O)c1cccc(NC(=O)CCC(=O)Oc2ccc(C)cc2)c1	-4%	1%	-6%	-2%	7%	52%[activator]	16%	12%	29%
O=C(CN(c1ccc(F)cc1)S(=O)(=O)c1ccc2c(c1)OCCO2)NCC1CCCO1 (stereo not given)	-4%	-35%	-9%	21%	-4%	21%	-5%	-3%	26%
Cc1ccc(Nc2nnc(-c3ccncc3)s2)c(Br)c1	/	-21%	1%	-19%	-3%	18%	-2%	-6%	21%
O=C(NCc1ccc(Cl)cc1)c1cc(-c2ccco2)on1	-4%	29%	0%	-13%	-1%	17%	-10%	9%	12%
N#Cc1c[nH]n2c(NC3CCCC3)c(-c3ccc(Br)cc3)nc12	5%	28%	4%	?	0%	25%	-12%	-16%	8%
CCOc1ccc(-c2nnc3sc(COc4ccc(C)cc4)nn23)cc1	10%	-9%	-4%	0%[57.4 µM]	-2%	38%	-35%	13%	28%[57.1 µM]
CCOc1cc(C(F)(F)F)cnc1/C(N)=N/O	25%	12%	-10%	1%	-7%	17%	?	-10%	24%
O=C(Nc1cccc(Br)c1)c1ccc(CSc2ccccc2)cc1	9%	3%	5%	-28%	-2%	35%	0%	8%	7%
N#Cc1ccc(-c2ccc(OCC(=O)Nc3cccnc3)cc2)cc1	-8%	-35%	-1%	0%	-3%	21%	-3%	9%	25%
CC(=O)N1N=C(c2ccccc2)CC1c1ccccc1[N+](=O)[O-] (stereo not given)	16%	-12%	0%	2%	-4%	5%	-23%	4%	11%
CCOc1cc(/C=C(\C#N)C(=O)Nc2ccccc2C)ccc1OCc1cc(=O)n2nc(CC)sc2n1	0%	-1%	0%	-8%	-5%	35%	?	2%	28%
O=C(c1cccc(S(=O)(=O)N2CCc3ccccc32)c1)N1CCN(CCO)CC1	8%	-21%	-10%	8%	-1%	20%[57 µM]	-8%	1%	-24%[57.1 µM]
CCOC(=O)c1sc2nc(C)nc(N3CCCCC3C)c2c1C (stereo not given)	11%	6%	0%	0%	1%	93%[activator]	64%[activator]	3%	22%[57.1 µM]
COc1cc(-c2noc(CCCC(=O)Nc3ccc(C(N)=O)cc3)n2)cc(OC)c1OC	-2%	-3%	-11%	0%	2%	18%	-14%	0%	2%
Cc1cc(/C=N/NC(=O)c2ccccc2F)c(C)n1-c1ccccc1	1%	-3%	-4%	8%	-4%	-7%	-20%	-9%	?
CCCn1ccc2c(OCC(=O)Nc3ccccc3OCC)cccc2c1=O	1%	18%	21%	-13%	3%	63%[activator]	-34%	5%	12%[57.1 µM]
COc1cc(/C=N/NC(=O)c2cccnc2)cc(Br)c1O	1%	-4%	2%	34%	-14%	7%	-21%	30%	1%
O=C(c1ccc([N+](=O)[O-])cc1)N1CCN(C(=O)c2ccco2)CC1	7%	29%	-13%	-11%	i	-7%	-22%	-26%	24%[57.1 µM]
CCOc1ccc(-c2n[nH]c(=S)n2Cc2ccccc2)cc1	-4%	-41%	-5%	?	i	17%	45µM*	-17%	-2%
Cc1c(Cl)cnc(NC(=O)COC(=O)CCc2nc3ccccc3s2)c1Cl	6%	6%[11.4 µM]	-3%	-10%	i	66%[activator]	-4%	-8%	20%
Cc1nnc(SCC(=O)NC2CCCCC2)[nH]c1=O	-1%	-3%	?	-19%	-3%	-8%	-14%	0%	-2%
O=C(NCC(c1cccs1)N1CCOCC1)c1ccccc1NS(=O)(=O)c1cccc([N+](=O)[O-])c1 (stereo not given)	-6%	-10%	-2%	?	-3%	-15%	?	4%	9%[57.1 µM]
O=C(OCc1ccc(O)cc1)c1c(-c2ccsc2)oc2ccc(N3CCOCC3)cc12	-6%	-15%	20%	?	i	88%[activator]	-5%	-7%	-7%
Further records follow.
SMILES	ERG-DNA inh	RGS4 inhibitor	Pin1 inh	ALOX12 inh	PGK inhibitor	HP1b binding inh	JMJD2A Tudor	GLS inhibitor	TrxR1 inh
O=C(OCC(=O)N(CCc1ccccc1)Cc1ccccc1)c1ccccc1NCCO	6%	4%	?	6%	9%	70%[activator]	27%	0%	6%
COC(=O)c1ccccc1Oc1cc(C(F)(F)F)nc(-c2ccccn2)n1	4%	1%	-3%	61%[activator]	-4%	-4%	-7%	-14%	35%[57.1 µM]
COc1ccc(C2CC(c3ccccc3)=NN2c2ccc(S(N)(=O)=O)cc2)cc1 (stereo not given)	20%	-11%	24%	?	i	111%[activator]	45%[activator]	-4%	41%[activator][57.1 µM]
O=C(CNC(=O)c1ccc(F)cc1)N/N=C/c1cc(Br)ccc1OC(=O)/C=C/c1ccco1	-1%	-14%[11.4 µM]	9%	-17%	-5%	35%	-7%[11.4 µM]	-15%	-15%
CCN(Cc1ccccc1)Cc1c(O)ccc2c(=O)c(-c3ccc(Cl)cc3)coc12	6%	-35%	-8%	?	-5%	7%	-11%	1%	-2%
COc1cccc(NC(=O)CN(C)C(=O)c2ccc(NC(=O)CC3SC(N4CCCCC4)=NC3=O)cc2)c1 (stereo not given)	-2%	-19%	-3%	-2%	-3%	38%	-4%	0%	15%
COc1ccc(CN2C(=O)N(c3ccc(C)cc3)C(=O)C2CC(=O)Nc2ccccc2)cc1OC (stereo not given)	3%	11%	-5%	-27%	i	29%	-14%	-1%	4%
Cc1ccccc1-n1c(=O)c2ccccc2n2c(=O)[nH]nc12	-10%	32%[56.9 µM]	-5%	0%	-4%	39%[activator]	4%[57.1 µM]	5%	4%
CCc1n[nH]c2c1/C(=N\O)CC(c1ccccc1)C2 (stereo not given)	-10%	-16%[11.4 µM]	6%	0%	-11%	-13%	-8%[11.4 µM]	-4%	10%[57.1 µM]
COc1cc(/C=C/c2nc3ccccc3s2)cc(OC)c1O	115%[activator]	10%	22%	?	-6%	17%	-7%	-5%	9%[57.1 µM]
COc1ccccc1C(=O)C1CCCN(Cc2cn[nH]c2C2CCCCC2)C1 (stereo not given)	-13%	14%	-3%	1%	-8%	14%	-22%	-1%	17%
Cc1ccc(NC(=O)COS(=O)c2ccc(C)cc2)cc1 (stereo not given)	-4%	-14%	1%	-16%	/	28%	0%	-10%	2%[57.1 µM]
COc1ccc(NC(=O)CN(C)C(=O)c2cn(-c3ccccc3)nc2-c2cccs2)cc1	-6%	11%	15%	1%	i	-4%	-34%	-1%	9%
Cc1ccc(CN(CC(=O)N/N=C/c2ccccc2[N+](=O)[O-])S(=O)(=O)c2ccc(C)cc2)cc1	-3%	-40%	4%	0%	-3%	-9%	?	-1%	-2%[57.1 µM]
O=c1[nH]c2ccccc2n2c(-c3ccccc3)nnc12	1%	?	-5%&-16%	?	0%	5.6µM*	5.6µM*	?	0.71µM*
C=CCNc1nc(N)c(C(=O)c2ccc3c(c2)OCO3)s1	1%	-23%	0%	?	-1%	-26%	-33%	12%	13%[57.1 µM]
COc1ccc(C(=O)NCCS(=O)(=O)NCc2ccc3c(c2)OCO3)cc1	-18%	-16%	-2%	8%	-1%	9%	-10%	67%[activator]	-5%
CCN(c1ccc(NC(=O)CSc2nnc3nc(C)cc(C)n23)cc1)C(C)C	-1%	-21%	-5%	26%	-6%	-5%	-32%	17%	7%[57.1 µM]

Six of the compounds above, with two lines to a compound.
Below each compound: ERG-DNA inh	RGS4 inhibitor	Pin1 inh	ALOX12 inh	PGK inhibitor	HP1b binding inh	JMJD2A Tudor	GLS inhibitor	TrxR1 inh
COC(=O)c1ccccc1Oc1cc(C(F)(F)F)nc(-c2ccccn2)n1
→ 4%	1%	-3%	61%[activator]	-4%	-4%	-7%	-14%	35%[57.1 µM]
O=C(OCC(=O)N(CCc1ccccc1)Cc1ccccc1)c1ccccc1NCCO
→ 6%	4%	?	6%	9%	70%[activator]	27%	0%	6%
Cc1ccc(NC(=O)COS(=O)c2ccc(C)cc2)cc1 (stereo not given)
→ -4%	-14%	1%	-16%	/	28%	0%	-10%	2%[57.1 µM]
CCN(c1ccc(NC(=O)CSc2nnc3nc(C)cc(C)n23)cc1)C(C)C
→ -1%	-21%	-5%	26%	-6%	-5%	-32%	17%	7%[57.1 µM]
O=c1[nH]c2ccccc2n2c(-c3ccccc3)nnc12
→ 1%	?	-5%&-16%	?	0%	5.6µM*	5.6µM*	?	0.71µM*
C=CCNc1nc(N)c(C(=O)c2ccc3c(c2)OCO3)s1
→ 1%	-23%	0%	?	-1%	-26%	-33%	12%	13%[57.1 µM]

2 neighbouring records already listed:
SMILES	ERG-DNA inh	RGS4 inhibitor	Pin1 inh	ALOX12 inh	PGK inhibitor	HP1b binding inh	JMJD2A Tudor	GLS inhibitor	TrxR1 inh
O=C(OCC(=O)N(CCc1ccccc1)Cc1ccccc1)c1ccccc1NCCO	6%	4%	?	6%	9%	70%[activator]	27%	0%	6%
COC(=O)c1ccccc1Oc1cc(C(F)(F)F)nc(-c2ccccn2)n1	4%	1%	-3%	61%[activator]	-4%	-4%	-7%	-14%	35%[57.1 µM]

Screening results as filed in PubChem.
